Assay outcomes as filed in PubChem BioAssay.
STEP inh = STEP (human) phosphatase inhibition; inhibition, % at 20 µM; P54829; 360,000 tested, 0.25% active; AID 588621; recombinant STEP, OMFP fluorogenic substrate, fluorescence;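 active = inhibition at 20 µM, scaled per plate between control wells, above about 37%, limit read from the data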;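 note: 0% = DMSO with enzyme and substrate and 100% = substrate only without enzyme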
Target sequence (P54829 whole entry, looked up): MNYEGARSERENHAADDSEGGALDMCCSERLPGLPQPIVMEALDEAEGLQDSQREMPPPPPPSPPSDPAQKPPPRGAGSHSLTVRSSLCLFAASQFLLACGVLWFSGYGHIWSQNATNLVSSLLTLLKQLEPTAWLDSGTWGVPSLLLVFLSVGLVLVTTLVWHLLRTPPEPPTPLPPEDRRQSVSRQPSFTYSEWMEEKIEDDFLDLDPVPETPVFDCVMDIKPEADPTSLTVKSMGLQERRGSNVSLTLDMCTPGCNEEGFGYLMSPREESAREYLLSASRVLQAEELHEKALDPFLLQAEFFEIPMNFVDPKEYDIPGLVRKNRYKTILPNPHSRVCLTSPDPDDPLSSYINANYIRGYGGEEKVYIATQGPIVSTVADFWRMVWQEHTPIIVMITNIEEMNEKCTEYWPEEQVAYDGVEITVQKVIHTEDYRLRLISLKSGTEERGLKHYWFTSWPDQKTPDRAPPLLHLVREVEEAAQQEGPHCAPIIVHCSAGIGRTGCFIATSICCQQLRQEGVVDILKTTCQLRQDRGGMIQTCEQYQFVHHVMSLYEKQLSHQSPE
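Material: STEP (striatal-enriched tyrosine phosphatase) enzyme, cell-free | Medium: 50 mM Bis-Tris pH 6.0 with 2.5 mM DTT and 0.005% Tween 20 | Read-out: Percent inhibition scaled to no-enzyme and uninhibited-enzyme controls, plate-pattern corrected | Signal: Fluorescence read at 480 nm ex / 540 nm em | Times: 20 min reaction, room temperature, in the dark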
SUMO1-SIM PPI = SUMO1-SIM interaction modulation. P63165. SUMO1 binding to a labelled peptide, TR-FRET, 1 h. inhibition, % at 20 µM. 360,000 tested, 0.33% active. AID 602429; in the data active = inhibition above about 37%
Rin1-Abl PPI inh = inhibitors of human Rin1-Abl protein interaction; P00519+Q13671; TR-FRET Rin1/Abl binding, biochemical; inhibition, % at 7.35 µM; 360,000 tested, 0.4% active; AID 588664; in the data active = inhibition above about 5%, passing the limit was not always enough
LMPTP inh = LMPTP (human) inhibition | 360,000 tested, 0.22% active | AID 651560 | recombinant LMPTP-A, OMFP fluorogenic substrate, fluorescence intensity | inhibition, % at 20 µM | P24666;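 active = compounds that cut the enzyme signal by at least half of the control window in the single-dose screen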;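 note: plate controls were DMSO wells with enzyme plus substrate for no effect and substrate without enzyme for full effect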
Target sequence (P24666 whole entry, looked up): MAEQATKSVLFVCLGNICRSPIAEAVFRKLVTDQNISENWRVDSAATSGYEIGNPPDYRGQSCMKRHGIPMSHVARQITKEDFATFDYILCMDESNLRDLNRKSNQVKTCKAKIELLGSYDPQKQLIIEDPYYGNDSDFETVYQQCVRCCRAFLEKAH
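material = LMPTP-A | quantity = 0.625 nM enzyme | reagent = OMFP substrate, 400 µM final | buffer or medium = Bis-Tris pH 6.0, DTT, detergent | detection = endpoint fluorescence intensity from OMFP dephosphorylation | dosing = single 20 µM dose | read-out basis = % inhibition relative to no-enzyme and uninhibited control wells | control set = no-enzyme and uninhibited controls | timing = 50 min at room temperature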
Neddylation inh = inhibitors of human cullin neddylation | TR-FRET cullin neddylation, biochemical | P61081+Q13564 | 360,000 tested, 0.58% active | calls only at 25 µM; in the data active = inhibition above about 36%
CSN inh = CSN deneddylation inhibition; inhibition, % at 12.5 µM; Purified CSN, SCF-Nedd8-OG deneddylation, fluorescence polarization; Q92905; 360,000 tested, 0.38% active;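 active = pattern-corrected inhibition above about 35%, with an unprinted fluorescence ratio check between 0.5 and 1.5, limit read from the data, passing the limit was not always enough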;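 note: 0% = enzyme with substrate and 100% = substrate without enzyme; some results filed as inactive read as strong as hits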
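Assay system: HEK293T-derived human Csn5 enzyme; quantity: 0.24 nM enzyme; medium: Tris/NaCl/DTT buffer, pH 7.5; also added: substrate SCFSkp2-Nedd8OG, 10 nM; doses: 12.5 µM compound; schedule: 90 min reaction at room temperature; signal: FP; read-out: % inhibition of substrate cleavage by Csn5; benchmarks: substrate-only high control, full reaction low control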
NadD block = blocks S. aureus nicotinate mononucleotide adenylyltransferase. purified NadD enzyme, colorimetric absorbance read-out. inhibition, % at 20 µM. 360,000 tested, 0.78% active. AID 602399; in the data active = inhibition above about 26%; note: some compounds past the cut are filed as inactive
DNMT1 inh = blocks human DNA methyltransferase DNMT1 | AID 588458 | P26358 | inhibition (reported as % activation of signal), % at 10 µM | 360,000 tested, 0.83% active | DNMT1 molecular beacon, Hinp1I cleavage, fluorescence; in the data active = inhibition above about 50%
Scp-1 inhibitor = inhibitors of human Scp-1 phosphatase | Q9GZU7 | Recombinant Scp1, phosphopeptide, malachite green phosphate absorbance | inhibition, % at 20 µM | 340,000 tested, 0.88% active;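 active = inhibition above about 50% at 20 µM, limit read from the data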;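 note: plate controls were DMSO wells with enzyme for no effect and wells lacking enzyme for full effect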
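Test system: SCP-1 catalytic domain; Buffer or medium: Acidic Tris acetate buffer with magnesium and detergent; Also added: Phosphorylated 17-residue peptide substrate; Compound: single 20 µM dose, 1% DMSO; Schedule: enzyme reaction 45 min at room temperature, colour 5 min, stabilisation 30 min; Signal: Phosphate-binding colour reagent, absorbance read at 630 nm.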
Rpn11 inh = blocks the human proteasome subunit Rpn11 | O00487 | human 26S proteasome, Ub4-pepOG fluorescence polarization; 20S core pre-blocked with epoxomicin | calls only at 20 µM | 360,000 tested, 0.59% active | AID 588493;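 active = inhibition at 20 µM, scaled to each plate's controls, above about 33%, limit read from the data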
Target sequence (O00487 whole entry, looked up): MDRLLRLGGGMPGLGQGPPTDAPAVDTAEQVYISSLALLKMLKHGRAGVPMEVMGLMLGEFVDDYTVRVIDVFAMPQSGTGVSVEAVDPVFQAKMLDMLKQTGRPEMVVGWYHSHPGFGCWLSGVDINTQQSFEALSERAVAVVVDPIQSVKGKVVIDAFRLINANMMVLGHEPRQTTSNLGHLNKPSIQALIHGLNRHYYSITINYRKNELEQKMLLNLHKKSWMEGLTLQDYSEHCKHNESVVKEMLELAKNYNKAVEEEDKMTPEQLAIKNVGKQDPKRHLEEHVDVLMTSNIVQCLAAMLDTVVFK
* hit, by the source's call; i = inactive; . = not tested or not shown.

#1 O=S(=O)(NN1CCOCC1)c1ccc(Br)s1
#2 COc1ccc(Oc2ccc(N/C=C3/CCCC3=O)cc2)cc1
#3 Cc1no[n+]([O-])c1COc1ccc(/C=C(\C#N)C(N)=O)cc1
#4 Cc1c(OCC(=O)NCCCN2CCOCC2)ccc2c3c(c(=O)oc12)CCC3
#5 N=C1/C(=C\c2ccc(OC(=O)c3ccccc3Cl)cc2)C(=O)N=C2SC(N3CCOCC3)=NN12
#6 COc1ccc(C(C(=O)NC2CCCC2)N(Cc2cccnc2)C(=O)Cc2cccs2)c(OC)c1 (stereo not given)

assay / entry	1	2	3	4	5	6
NadD block	-4	5	3	-3	48*	2
CSN inh	3	5	3	-2	8	0
LMPTP inh	-2.4	0.3	-1.6	0.7	3.8	-1.1
DNMT1 inh	1	-14	-7	-7	-10	1
Rin1-Abl PPI inh	3	1	-1	0	2	3
STEP inh	0	13	3	-3	0	0
Neddylation inh	i	i	i	i	i	i
SUMO1-SIM PPI	-2	-4	-21	-4	15	-4
Scp-1 inhibitor	-6	-8	-6	-3	36	2
Rpn11 inh	i	i	i	i	i	i

#7 CC(=O)C1=C(C)N=c2s/c(=C/c3ccc4c(c3)OCO4)c(=O)n2C1c1ccc(N(C)C)cc1 (stereo not given)
#8 COc1ccc2[nH]c(C)c(CCN(Cc3cccs3)C(=S)Nc3ccccc3)c2c1
#9 O=C(N/C(=C\c1ccc2c(c1)OCO2)C(=O)N1CCOCC1)c1cccs1
#10 CCCn1cc(S(=O)(=O)c2ccccc2)c(=O)c2cc(F)c(N3CCN(C)CC3)cc21
#11 CC1(C)CC(=O)C2=C(C1)OC(N)=C(C#N)C2c1ccc2c(c1)OCO2 (stereo not given)
#12 CC(C)CNC(=O)COc1ncnc2ccccc12

assay / entry	7	8	9	10	11	12
NadD block	9	4	-7	-1	4	-10
CSN inh	42*	-12	-1	1	4	11
LMPTP inh	2.6	1.4	-2.1	0.4	2.0	-1.8
DNMT1 inh	-9	-28	0	5	0	1
Rin1-Abl PPI inh	-2	1	-3	-2	-1	0
STEP inh	-5	0	-3	1	0	1
Neddylation inh	i	i	i	.	i	i
SUMO1-SIM PPI	-19	-12	2	0	5	1
Scp-1 inhibitor	-7	3	-1	-11	-7	-10
Rpn11 inh	.	i	i	i	i	i

Only Rin1-Abl PPI inh and DNMT1 inh, for 4 of the compounds above:
no.	canonical_smiles	Rin1-Abl PPI inh	DNMT1 inh
9	O=C(N/C(=C\c1ccc2c(c1)OCO2)C(=O)N1CCOCC1)c1cccs1	-3	0
7	CC(=O)C1=C(C)N=c2s/c(=C/c3ccc4c(c3)OCO4)c(=O)n2C1c1ccc(N(C)C)cc1 (stereo not given)	-2	-9
11	CC1(C)CC(=O)C2=C(C1)OC(N)=C(C#N)C2c1ccc2c(c1)OCO2 (stereo not given)	-1	0
5	N=C1/C(=C\c2ccc(OC(=O)c3ccccc3Cl)cc2)C(=O)N=C2SC(N3CCOCC3)=NN12	2	-10

More entries follow:
#13 COc1ccc(CNC(=O)c2cccc(NC3=NC4CS(=O)(=O)CC4S3)c2)cc1 (stereo not given)
#14 CC(OC(=O)c1cc(=O)[nH]c2ccccc12)c1ccccc1 (stereo not given)
#15 CC(NC(=O)Cn1cccc1C(=O)c1ccccc1)c1ccccc1 (stereo not given)
#16 C[C@H](CO)N1C[C@H](C)[C@@H](CN(C)S(=O)(=O)c2cccs2)Oc2c(NC(=O)Nc3ccccc3)cccc2C1=O
#17 CCCCn1c(N)c(N(CCOC)C(=O)C2CC(=O)N(c3cccc(SC)c3)C2)c(=O)[nH]c1=O (stereo not given)
#18 CCOC(=O)c1c(N)sc(C(=O)N(CC)CC)c1C

assay / entry	13	14	15	16	17	18
NadD block	-2	5	-3	-3	-1	7
CSN inh	-8	-2	8	0	1	-4
LMPTP inh	-1.4	0.3	-1.2	-0.9	-2.4	-1.1
DNMT1 inh	1	-1	1	-3	1	0
Rin1-Abl PPI inh	2	-3	0	2	1	-2
STEP inh	2	-1	0	-1	0	5
Neddylation inh	i	i	i	i	i	i
SUMO1-SIM PPI	3	-8	10	0	-4	-5
Scp-1 inhibitor	-5	0	-3	0	-10	-9
Rpn11 inh	i	i	i	i	i	i

#19 Cn1cc(/C=N/NC(=O)c2ccc(C#N)cc2F)c2ccccc21
#20 Cc1ccc(C2CC(c3ccccc3)n3ncnc3N2)cc1 (stereo not given)
#21 O=C(c1ccccc1OC(F)F)N1CCN(S(=O)(=O)c2ccc3c(c2)OCCCO3)CC1
#22 Cc1ccccc1C(=O)Nc1ccc(C(=O)N/N=C/c2ccc(F)cc2)cc1
#23 CC1CC(C)CN(C(=O)c2ccccc2Nc2ccc(SC(F)F)cc2)C1 (stereo not given)
#24 O=S(=O)(c1ccccc1C(F)(F)F)N1CCN(c2ncnc3sccc23)CC1

assay / entry	19	20	21	22	23	24
NadD block	-1	2	-3	-6	0	6
CSN inh	-1	-4	-2	1	5	1
LMPTP inh	0.0	-1.1	0.3	2.0	1.7	1.3
DNMT1 inh	1	3	6	26	-1	-7
Rin1-Abl PPI inh	2	1	5	0	3	-1
STEP inh	-2	0	-1	12	0	1
Neddylation inh	i	i	i	i	i	i
SUMO1-SIM PPI	-10	3	3	-3	-2	0
Scp-1 inhibitor	-2	-4	6	91*	-8	2
Rpn11 inh	i	i	i	i	i	i

Filtered by structure, those above containing a cyano group.
#3 Cc1no[n+]([O-])c1COc1ccc(/C=C(\C#N)C(N)=O)cc1
#11 CC1(C)CC(=O)C2=C(C1)OC(N)=C(C#N)C2c1ccc2c(c1)OCO2 (stereo not given)
#19 Cn1cc(/C=N/NC(=O)c2ccc(C#N)cc2F)c2ccccc21

assay / entry	3	11	19
NadD block	3	4	-1
CSN inh	3	4	-1
LMPTP inh	-1.6	2.0	0.0
DNMT1 inh	-7	0	1
Rin1-Abl PPI inh	-1	-1	2
STEP inh	3	0	-2
Neddylation inh	i	i	i
SUMO1-SIM PPI	-21	5	-10
Scp-1 inhibitor	-6	-7	-2
Rpn11 inh	i	i	i

(more compounds)
#25 CCOC(=O)CCNC(=O)Nc1ccc2nc(C)n(Cc3cccc(Cl)c3)c(=O)c2c1
#26 NC(=O)c1c(NC(=S)Nc2ccc(F)cc2)sc2c1CCCC2
#27 Cc1nn(-c2ccc(F)cc2)c(C)c1CN1CCN(CCc2ccccc2)C(CCO)C1 (stereo not given)
#28 O=C(C1CCCC1)N1CCC(CC2CC(c3cccc(Br)c3)=NO2)(C(=O)NCC2CCCCC2)CC1 (stereo not given)
#29 Cc1ccc(-n2c(=O)c3c(c4cc(C)ccc4n3C)n(CC(=O)NCC3CCCO3)c2=O)cc1 (stereo not given)
#30 CCCN(CC(=O)Nc1ccccc1C)C(=O)C1CC(=O)N(c2cccc(C)c2C)C1 (stereo not given)

assay / entry	25	26	27	28	29	30
NadD block	2	-4	-6	-2	2	-2
CSN inh	2	6	-3	0	0	-4
LMPTP inh	-1.2	4.6	-0.8	3.7	-1.9	-3.1
DNMT1 inh	-3	-3	1	-6	0	0
Rin1-Abl PPI inh	2	-1	-1	3	-3	-2
STEP inh	4	3	-3	4	1	-3
Neddylation inh	i	i	i	i	.	i
SUMO1-SIM PPI	3	3	7	4	-16	12
Scp-1 inhibitor	0	-5	-6	-2	.	-9
Rpn11 inh	i	i	i	i	i	i

#31 OCCNc1ncnc2c1sc1nc(N3CCOCC3)c3c(c12)CCC3
#32 O=C(NC(=S)NC1CCSC1=O)c1cccc([N+](=O)[O-])c1 (stereo not given)
#33 CC(C)CN1C(=O)C(=O)N(CC(=O)NCc2ccc3c(c2)OCO3)C1=O
#34 CCCN1CCN(CCCNC(=O)C2CCN(c3nnc(-n4c(C)ccc4C)s3)CC2)CC1
#35 O=C(CNC(=O)c1sc2ccccc2c1Cl)NCc1cccnc1
#36 Cc1cccc(-n2cnc3cc(C(=O)N4CCCCC4)ccc32)c1

assay / entry	31	32	33	34	35	36
NadD block	1	-3	-1	-5	4	5
CSN inh	1	-4	1	7	1	0
LMPTP inh	3.1	-0.9	-1.1	-3.7	1.2	-1.5
DNMT1 inh	-1	2	3	-2	0	3
Rin1-Abl PPI inh	4	-1	0	0	-9	1
STEP inh	2	0	-2	0	2	0
Neddylation inh	.	i	i	i	i	i
SUMO1-SIM PPI	4	-17	0	-12	-13	1
Scp-1 inhibitor	-1	-5	6	-8	-4	-2
Rpn11 inh	i	i	i	i	i	i

#37 CC1CCc2c(nc3ncnn3c2N2CCN(c3ccccc3)CC2)C1 (stereo not given)
#38 COc1ccccc1C(=O)Nc1cc2ccccc2oc1=O
#39 O=C1c2ccccc2S(=O)(=O)N1Cc1c(F)cccc1Cl
#40 CCn1c(=O)c(C(=O)CN2CCN(S(=O)(=O)c3cc(C)ccc3C)CC2)c(N)n(Cc2ccccc2)c1=O
#41 CCOC(=O)CN(C(=O)CSc1nnc(CNc2ccc(F)cc2)n1CC)c1ccc(F)cc1
#42 Cc1ccc(-n2nc(C)c(NC(=O)COC(=O)c3ccccc3NCCO)c2C)cc1
#43 Cn1cc(CN2CC3C[C@@H]4CC2C[C@H](C3)C4)c(-c2ccc3c(c2)OCCO3)n1
#44 O=C(CSc1n[nH]c(-c2ccccc2)n1)Nc1ccc(F)cc1F

assay / entry	37	38	39	40	41	42	43	44
NadD block	6	-2	-7	8	0	2	0	-5
CSN inh	5	-5	1	-6	3	3	-5	4
LMPTP inh	-0.2	-1.5	0.2	0.9	0.1	-0.3	7.2	0.1
DNMT1 inh	-2	-5	0	-6	7	6	-3	2
Rin1-Abl PPI inh	-2	-1	1	-3	3	-5	3	-1
STEP inh	4	3	0	-2	-1	0	2	-1
Neddylation inh	i	.	i	i	i	.	i	i
SUMO1-SIM PPI	1	8	7	-8	2	0	-6	-2
Scp-1 inhibitor	-7	-15	-6	4	2	2	-4	-5
Rpn11 inh	i	i	i	i	i	i	i	i
